Assay outcomes deposited in PubChem by National Center for Advancing Translational Sciences (NCATS).
KB-3-1 tox: kills parental KB-3-1 adenocarcinoma cells. KB-3-1 viability, CellTiter-Glo ATP luminescence, 72 h. Potency, µM (series often up to 46.1 µM), for the others: at the highest dose activity change, negative = cytotoxic, usual class: cytotoxic. 1.4% of 400,000 active; also: potency is read from the fitted curve at half-maximal effect; % is scaled to controls: 0 for no effect and ±100 for the full control effect; nearly all actives have a fitted effect of over 60% in size
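Cells are dispensed, compounds pinned in, plates held at 37 °C for 72 h, then CellTiter-Glo is added and luminescence read after 10 minutes. Cell line: parental KB-3-1 in phenol-red-free DMEM, 10% FBS.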
HT1080 IDH1KD tx: toxicity to HT-1080 IDH1 knockdown cells (counter line) | Potency, µM (titrated, usually from 46.1 µM), for the others: at the highest dose activity, negative = toxicity, hits mostly cytotoxic | AID 686971 | 2% of 360,000 active | HT-1080 IDH1 knockdown viability, ATP luminescence, 48 h;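 also: potency is read from the fitted curve at half-maximal effect; 0% = DMSO wells and -100% = cell-free medium wells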
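Using the IDH1-knockdown HT-1080 line run in the same batch and compound series as the NT line, viability after 48 h at 37 °C was determined by CellTiter-Glo luminescence and expressed as % activity.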
ATXN2 expr inh: reduces ATXN2 reporter expression in HEK-293 cells; HEK-293 ATXN2-luciferase reporter, luminescence, 24 h; Potency, µM (highest dose often 57 µM), for the others: at the top dose activity change, negative = inhibition, most hits filed as inhibitors; 0.72% of 360,000 active; also: potency is read from the fitted curve at half-maximal effect; % is scaled to controls: 0 for no effect and ±100 for the full control effect; nearly all actives have a fitted effect of over 55% in size
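qHTS (up to 57 uM final) was run with 24 h compound exposure of reporter cells at 37 °C. Each well was multiplexed: SteadyGlo luminescence measured ATXN2-luciferase expression after a fluorogenic Gly-Phe-AFC viability readout (25 uM final).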
KB-V1 cytotox: kills drug-selected multidrug resistant KB-V1 cells. KB-V1 MDR cells viability, CellTiter-Glo, 72 h. 3.4% of 400,000 active. AID 1347076. Potency, µM (top dose mostly 46.1 µM), inactives show at the highest dose activity change, negative = cytotoxicity, usual class: cytotoxic; also: potency is read from the fitted curve at half-maximal effect; % is scaled to controls: 0 for no effect and ±100 for the full control effect; nearly all actives have a fitted effect of over 60% in size
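KB-V1 cells (P-gp-expressing MDR subline of KB-3-1) in phenol-red-free DMEM with 10% FBS were exposed to library compounds over a concentration series for 72 h at 37 degrees C. Viability read by CellTiter-Glo luminescence; concentration-effect curves fitted after normalization.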
HT1080NT lethal: kills 2HG-producing HT-1080-NT fibrosarcoma cells. HT-1080-NT fibrosarcoma viability, CellTiter-Glo ATP luminescence, 48 h. Potency, µM (highest dose often 46.1 µM), inactives show top-dose activity, negative = less viability, hits mostly cytotoxic. 1.6% of 360,000 active. AID 686970;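 also: NT is the 2HG producing partner of a matched IDH1 knockdown line; potency is read from the fitted curve at half-maximal effect; 0% = DMSO-treated cells and -100% = media-only wells without cells; nearly all actives have a fitted effect of over 55% in size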
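750 cells/well, RPMI + 5% FBS; 2 h settle, compound pin-transfer, 48 h at 37 degrees C. CellTiter-Glo 10 min RT, luminescence. Normalized to DMSO and media-only wells.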
SW480 rereplic: DNA re-replication induction in SW480 cells | SW480 DNA re-replication, Hoechst DNA content imaging, 48 h | Potency, µM (highest dose often 46.1 µM), for the others: at the highest dose re-replication activation, usual class: activators | 1.8% of 340,000 active | AID 624297; also: potency is read from the fitted curve at half-maximal effect; % of control where 0% means no effect; nearly all actives have a fitted effect of over 55% in size
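Image-based read-out: total Hoechst fluorescence of nuclei (405 nm excitation, 500-530 nm emission), with hits raising the fraction of high-intensity nuclei. SW480 colon cells incubated 48 hr with compounds at 37 C.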
IL-1B inflam inh: blocks inflammasome-driven IL-1 beta release; 4.7% of 360,000 active; THP-1 LPS/ATP IL-1B secretion, AlphaLISA, 16 h; hits give low values; AID 743279; activity change, % at 57.5 µM; in the data active = activity change below about -50%; inconclusive = mostly about -30% to -49%; also: % is scaled to controls: 0 for no effect and ±100 for the full control effect
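THP-1 cells pretreated 1 hr with compounds (up to 57.5 uM final), then stimulated with LPS (250 ng/mL final) plus ATP (1.25 mM final); secreted IL-1B measured by AlphaLISA after 16 hr, decreased signal indicating inhibition.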
MCF10A rerep: inducers of DNA re-replication in MCF 10A breast cells. MCF 10A DNA re-replication, Hoechst nuclear intensity, 48 h. Potency, µM (series often up to 46.1 µM), for inactives: at the top dose activity, positive = re-replication, most hits filed as activators. 2.9% of 350,000 active. AID 624296; also: potency is read from the fitted curve at half-maximal effect; % of control where 0% means no effect; nearly all actives have a fitted effect of over 50% in size
WRN inhibitor: blocks human WRN helicase; Potency, µM (doses to about 114 µM), inactives show top-dose activity change, negative = inhibition, actives largely listed as inhibitors; WRN helicase unwinding, fluorescent forked duplex, kinetic; 0.46% of 360,000 active; Q14191; also: potency is read from the fitted curve at half-maximal effect; % is scaled to controls: 0 for no effect and ±100 for the full control effect; nearly all actives have a fitted effect of over 55% in size
Target sequence (Q14191 whole entry, looked up): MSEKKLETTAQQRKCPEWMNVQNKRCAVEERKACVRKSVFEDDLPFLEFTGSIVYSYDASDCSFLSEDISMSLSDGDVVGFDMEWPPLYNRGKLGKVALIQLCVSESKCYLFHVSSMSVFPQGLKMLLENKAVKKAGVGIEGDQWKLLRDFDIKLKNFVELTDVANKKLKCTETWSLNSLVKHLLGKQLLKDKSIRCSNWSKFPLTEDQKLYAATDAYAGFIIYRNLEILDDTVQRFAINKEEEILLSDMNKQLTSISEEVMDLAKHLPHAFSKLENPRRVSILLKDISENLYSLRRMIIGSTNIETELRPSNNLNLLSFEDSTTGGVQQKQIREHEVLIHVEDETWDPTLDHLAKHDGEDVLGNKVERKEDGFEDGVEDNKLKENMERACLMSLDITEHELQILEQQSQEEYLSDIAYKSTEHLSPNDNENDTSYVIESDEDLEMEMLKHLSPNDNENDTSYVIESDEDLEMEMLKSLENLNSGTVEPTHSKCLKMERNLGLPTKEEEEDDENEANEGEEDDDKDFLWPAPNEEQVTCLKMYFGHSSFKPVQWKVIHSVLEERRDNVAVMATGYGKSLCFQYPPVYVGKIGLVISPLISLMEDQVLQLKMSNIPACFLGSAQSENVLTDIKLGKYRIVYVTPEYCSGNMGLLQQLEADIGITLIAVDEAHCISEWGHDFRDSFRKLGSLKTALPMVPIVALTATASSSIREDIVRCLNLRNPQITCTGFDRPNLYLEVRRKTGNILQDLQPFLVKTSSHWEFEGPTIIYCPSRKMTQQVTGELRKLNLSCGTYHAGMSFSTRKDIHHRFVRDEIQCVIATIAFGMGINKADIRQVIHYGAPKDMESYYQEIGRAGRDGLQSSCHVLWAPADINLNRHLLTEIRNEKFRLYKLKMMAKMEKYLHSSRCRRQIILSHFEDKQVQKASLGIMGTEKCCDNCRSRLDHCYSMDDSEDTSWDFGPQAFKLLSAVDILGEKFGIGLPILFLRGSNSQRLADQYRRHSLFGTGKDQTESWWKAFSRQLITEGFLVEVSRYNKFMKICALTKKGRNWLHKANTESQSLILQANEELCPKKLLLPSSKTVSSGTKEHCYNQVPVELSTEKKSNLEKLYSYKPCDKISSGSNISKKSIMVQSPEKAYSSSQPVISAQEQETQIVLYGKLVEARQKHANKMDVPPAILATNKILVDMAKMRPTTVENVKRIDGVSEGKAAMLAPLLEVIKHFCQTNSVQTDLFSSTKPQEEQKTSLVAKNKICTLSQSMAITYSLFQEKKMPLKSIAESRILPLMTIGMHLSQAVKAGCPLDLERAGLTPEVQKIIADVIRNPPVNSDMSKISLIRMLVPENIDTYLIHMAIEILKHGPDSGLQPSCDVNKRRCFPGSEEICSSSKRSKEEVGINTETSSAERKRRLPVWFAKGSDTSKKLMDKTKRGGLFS
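Kinetic red-fluorescence monitoring (525/598 nm) tracks WRN helicase activity after 100 nM fluorophore-quencher forked duplex and 2 mM ATP are added to 20 nM enzyme pretreated 15 min at room temperature with compound.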
An asterisk follows results filed as active; ? = inconclusive; nt = no result given; & = joins results of further samples; [ ] = dose if it differs, or a comment. Unless noted, calls follow the shape of the dose curve; as a rule, active = well fitted curve in the direction sought with a large enough effect; inconclusive = small, poorly fitted or top-dose-only effect, or another doubt; inactive = no such curve, though single readings can be large; an effect the other way counts as inactive or inconclusive.

Order of results: KB-3-1 tox, HT1080 IDH1KD tx, ATXN2 expr inh, KB-V1 cytotox, HT1080NT lethal, SW480 rereplic, IL-1B inflam inh, MCF10A rerep, WRN inhibitor
O=C(Nc1ccc(Oc2ccc(NC(=O)C3CCCO3)cc2)cc1)C1CCCO1 (stereo unspecified)
  22%, -8%, 1%, 1%, -7%, 0%, -28, -1%, 10%
C1CCCN(CCCCN2CCCCCC2)CC1
  -10%, 8%, -5%, 2%, 4%, -9%, 23, -4%, 2%
O=C1CCCN1CC(O)CS(=O)(=O)Cc1ccc(Cl)c(Cl)c1 (stereo unspecified)
  0%, 5%, nt, 0%, 7%, -30%, 0, -3%, -9%
COc1ccc(/C=N\NC(=O)c2ccc(=O)[nH]n2)cc1O
  -2%, ?, 8%, 0%, 3%, 2%, ?, -1%, -17%[11.6 µM]
Cc1cc(C(F)F)n2ncc(C(=O)NCc3ccccc3)c2n1
  14%, 12%, 5%, -5%, 1%, -1%, -2, -180%[0.0737 µM], -5%
CCOc1ccc(NC(=O)NC23CC4CC(CC(C4)C2)C3)cc1
  -6%, -21%, 0%, 3%, -18%, 5%, -67*, 17%, -13%
CC(C)NC(=O)c1onc(CSc2ccc(F)cc2)c1C(=O)O
  0%, 0%, 16%, -4%, -3%, -30%[inhibitor], 0, 7%, 1%
CCc1nn2c(NCCOC)cc(C)nc2c1-c1ccc(F)cc1
  -9%, -3%, -29%, ?, -18%, 4%, -1, 16%, 1%
O=C1N/C(=N\N=C\c2cccs2)SC1Cc1cccc(Cl)c1Cl (stereo unspecified)
  5.2µM*, 6.5µM*, -26%, ?, 4.6µM*, 7.3µM*, 15, 1.5µM*, 7%
O=C(CSc1ccccn1)c1ccc2c(c1)OCO2
  0%, 4%, 0%, -27%, -4%, -5%, 9, -5%, -2%
COc1cccc(CN2CCNC(=O)C2CC(=O)N(C)CCC2CCOCC2)c1OC (stereo unspecified)
  -8%, -4%, -2%, ?, 0%, -11%, 0, 0%, -29%
O=C(C1CC1)N1CCc2cc(Br)cc(S(=O)(=O)NCC3COc4ccccc4O3)c21 (stereo unspecified)
  -3%, -1%, -9%, -10%, -3%, 2%, -26, 8%, -8%
COc1ccccc1C1CCN(C(=O)c2cnn(-c3ccccc3)c2C)CC1
  -4%, -7%, nt, ?, -1%, -4%, -7, 1%, -3%
Cc1ccc(C)c(SCC(=O)Nc2cc(S(=O)(=O)N3CCOCC3)ccc2C)c1
  -19%, 0%, 6%, -1%, 1%, 1%, ?, 3%, -7%
CCOC(=O)C1=C(CSc2nc(-c3ccccc3)ccc2C#N)OC(N)=C(C#N)C1c1ccccc1 (stereo unspecified)
  -11%, 7%, 82%[activator], -2%, 10%, 15µM*, 0, ?, -27%
CCOC(=O)CNc1nc2ccccc2n2c(C)nnc12
  2%&17%, -2%, 4%&26%, 14%&5%, 2%, -18%, ?, 0%, -4%
COc1ccc(NS(=O)(=O)c2ccc(O)c(C(=O)OCC(=O)NC(C)C3CC4CCC3C4)c2)cc1 (stereo unspecified)
  -3%, 12%, -1%, -2%, -2%, 1%, 15, 5%, 9%
COC(=O)c1ccc(Cn2c(C)cc(C)[n+]2C)o1
  -1%, 15%, 6%, 24%, 12%, -9%[9.22 µM], 8, -34%[inhibitor], 4%
COc1cccc(/C=C/C(=O)OCC(=O)c2ccc3c(c2)NC(=O)CO3)c1
  ?, -2%, -10%, 0%, -4%, 2%, -21, 16%, -4%
Cc1cc(N2CCCC(C(=O)Nc3cccc4ccccc34)C2)n2ncnc2n1 (stereo unspecified)
  13%, -13%, -21%, ?, -25%, -5%, -17, -1%, -5%
CSc1nsc(SCC(=O)Nc2cccc(NC(C)=O)c2)n1
  18%, -8%, 16%, 1%, 1%, 2%, 20, 0%, -1%
O=C(Nc1ccccc1)Nc1ccc(Cl)c(S(=O)(=O)N2CCOCC2)c1
  ?, -25%, -20%, 2%, -18%, -33%[inhibitor][1.84 µM], ?, 15%, 1%[57.1 µM]
CC(C)CN1CCN(CCCc2ccccc2)C(CCO)C1 (stereo unspecified)
  5%, -18%, 3%, -10%, -11%, 29%, -1, ?, -3%
O=C(COC(=O)c1cccc(S(=O)(=O)N2CCc3ccccc32)c1)Nc1ncc(Cl)cc1Cl
  -3%, -2%, 5%, 0%, -3%, -5%, 4, -3%, -35%
N#Cc1ccccc1Sc1ccccc1C(=O)OCC(=O)N1CCN(C(=O)c2ccco2)CC1
  12%, 0%, 6%, -14%, 5%, -6%, ?, -7%, 1%
CN(Cc1ccccc1)c1nc(CN2CCOCC2)nc2scc(-c3ccccc3)c12
  ?, -6%, -15%, ?, -6%, 6%, -14, ?, -25%
O=C(Nc1nccs1)C12CC3CC(C1)CC(C(=O)Nc1nccs1)(C3)C2
  -10%, -3%, -18%, -2%, 3%, 24%, -4, ?, -10%
O=S(=O)(c1ccc(F)cc1)N1CC=C(c2ccccc2)CC1
  0%, 9%, nt, -12%, 7%, -7%, -2, 0%, 2%
O=C(O)c1ccc(C(=O)Nc2cccc(NC(=O)C3CCCO3)c2)cc1 (stereo unspecified)
  -3%, 2%, 4%, 1%, 2%, -16%, 7, -5%, -1%
O=C(NS(=O)(=O)N1CCOCC1)C1=C(N2CCCC2)COC1=O
  -1%, 6%, -2%, 1%, 5%, 12%[9.22 µM], 7, 5%, 2%

Later entries.
smiles	KB-3-1 tox	HT1080 IDH1KD tx	ATXN2 expr inh	KB-V1 cytotox	HT1080NT lethal	SW480 rereplic	IL-1B inflam inh	MCF10A rerep	WRN inhibitor
COc1cc(C(=O)N(C(C)C)C2CCCCC2)cc(OC)c1OC	-17%	2%	nt	?	2%	nt	21	nt	-5%
CCCCCCNC(=O)N1C/C=C\C(c2ccc(OC)cc2)N(Cc2ccc(F)cc2)C(=O)C1 (stereo unspecified)	13%	-5%	6%	12%	0%	-12%	16	1%	1%
COc1ccc(NC(=S)N2CCCCCC2)cc1OC	0%	3%	nt	24%	-1%	2%	-5	-1%	2%
O=C(NCC(c1ccc(F)cc1)N1CCOCC1)c1cccnc1Sc1ccccc1Cl (stereo unspecified)	-3%	1%	-4%	-1%	1%	-22%	13	3%	-28%
C/C(CC(=O)NCc1ccc(Cl)cc1)=N\NC(=O)c1ccccc1F	-8%	0%	nt	-4%	-3%	-1%	-27	-11%	6%
O=c1c2cc(NC(=S)NCc3cccnc3)ccc2nc2n1CCCCC2	-13%	?	3%	-1%	0%	-7%	22	?	-7%
O=C(C[C@H]1C[C@H](C(=O)N2CCCCC2)[C@@]2(CCc3ccccc3)c3[nH]c4cc(-c5ccco5)ccc4c3CCN2C1=O)NCc1ccco1	0%	-6%	-14%	-4%	-8%	-23%[9.22 µM]	-51*	8%	0%
CCCc1nn(C)c(C(=O)Nc2cccc(CC)c2)c1Cl	2%	-14%	19%	18µM*	-2%	-12%	?	?	3%
Cc1cc(NC(=O)Nc2cccc3ccccc23)no1	-2%	-11%	9%	-4%	-11%	-2%	8	-3%	6%
CC(=O)Nc1ccccc1OCc1nnc(-c2cccs2)o1	-2%	-6%	3%	-13%	-6%	-4%	14	-3%	10%
O=C(O)CCc1ccc(-c2cccs2)n1NC(=O)c1ccc(O)cc1	-3%	15%	3%	9%	-3%	-3%	6	6%	-17%[57.1 µM]
COc1ccc(Cc2nnc(SCC(=O)Nc3ccccc3C)n(N)c2=O)cc1	-1%	?	-8%	-2%	-3%	1%	6	2%	11%
CN1C(=O)C2(NC(=O)c3ccccc3N2C)c2ccccc21 (stereo unspecified)	-1%	0%	8%	5%	-6%	-6%	1	-5%	-3%
Cc1nnc(SCC(=O)Nc2ccccc2NC(=O)CSc2nnc(C)s2)s1	-2%	1%	-2%	14%	2%	-13%	22	-4%	-16%

Record cards, from the list above. Values in the order: KB-3-1 tox	HT1080 IDH1KD tx	ATXN2 expr inh	KB-V1 cytotox	HT1080NT lethal	SW480 rereplic	IL-1B inflam inh	MCF10A rerep	WRN inhibitor
C/C(CC(=O)NCc1ccc(Cl)cc1)=N\NC(=O)c1ccccc1F in the list: -8%	0%	nt	-4%	-3%	-1%	-27	-11%	6%
CCCCCCNC(=O)N1C/C=C\C(c2ccc(OC)cc2)N(Cc2ccc(F)cc2)C(=O)C1 (stereo unspecified) in the list: 13%	-5%	6%	12%	0%	-12%	16	1%	1%

Rows are unselected. About 12% of those tested had a hit in this group.
